# High-throughput results as filed in PubChem.
# VLA-4 agonist = allosterically activates the human VLA-4 integrin | P13612 | Jurkat cells, LDV-FITC binding, flow cytometry | activation, % at 10 µM (by protocol) | 24,000 tested, under 10 active;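 active = fluorescent ligand binding to cells raised by more than 40% of the manganese-induced maximum; inconclusive = compound's own fluorescence above 85% of the ligand control signal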;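 note: 0% = ligand binding without compound and 100% = manganese-stimulated maximal binding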
# Target sequence (P13612 whole entry, looked up): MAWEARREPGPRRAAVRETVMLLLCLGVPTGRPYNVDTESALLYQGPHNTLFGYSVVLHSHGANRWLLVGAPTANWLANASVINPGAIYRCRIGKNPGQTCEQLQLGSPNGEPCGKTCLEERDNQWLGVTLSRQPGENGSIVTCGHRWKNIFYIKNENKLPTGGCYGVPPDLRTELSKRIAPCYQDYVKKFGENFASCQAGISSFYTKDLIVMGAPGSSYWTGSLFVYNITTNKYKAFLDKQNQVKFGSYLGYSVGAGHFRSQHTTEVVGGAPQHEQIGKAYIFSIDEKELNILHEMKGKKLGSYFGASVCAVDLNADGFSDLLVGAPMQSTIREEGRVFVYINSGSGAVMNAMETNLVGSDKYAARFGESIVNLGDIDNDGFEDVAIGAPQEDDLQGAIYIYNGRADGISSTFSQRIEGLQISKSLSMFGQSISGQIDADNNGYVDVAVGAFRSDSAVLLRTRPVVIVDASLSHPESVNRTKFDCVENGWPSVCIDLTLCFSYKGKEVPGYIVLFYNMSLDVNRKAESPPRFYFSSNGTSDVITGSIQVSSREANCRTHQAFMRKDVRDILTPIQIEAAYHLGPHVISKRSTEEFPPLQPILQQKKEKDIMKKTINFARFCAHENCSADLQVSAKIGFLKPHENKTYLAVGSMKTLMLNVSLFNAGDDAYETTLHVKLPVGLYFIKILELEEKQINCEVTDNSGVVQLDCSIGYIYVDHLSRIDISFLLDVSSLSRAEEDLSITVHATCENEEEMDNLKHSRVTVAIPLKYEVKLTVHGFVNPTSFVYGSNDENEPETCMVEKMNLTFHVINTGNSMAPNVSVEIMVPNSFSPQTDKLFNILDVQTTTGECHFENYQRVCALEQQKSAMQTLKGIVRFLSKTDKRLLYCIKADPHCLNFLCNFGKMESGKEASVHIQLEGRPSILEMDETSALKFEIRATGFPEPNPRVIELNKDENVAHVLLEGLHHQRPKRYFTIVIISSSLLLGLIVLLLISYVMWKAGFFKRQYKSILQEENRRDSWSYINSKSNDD
# Prostate diff = activators of LNCaP prostate cell differentiation | flow cytometry side scatter, 4 d | side scatter shift, % at 10 µM | hit rate 0.56% among 24,000 | AID 795;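 active = side scatter shift above 30%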;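 note: androgen-responsive LNCaP prostate cancer cells in charcoal-stripped serum medium; percent of cells past a gate set so DMSO wells show 10% shift; higher shift means more granular cells and more differentiation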
# Autofluor Jurkat = autofluorescence counter-screen for VLA-4 integrin assays | fluorescence ratio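 (tested at 10 µM compound in the well)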 | Jurkat cells, compound autofluorescence, flow cytometry; active compounds read high; 1 = vehicle-only cell background | AID 576 | hit rate 0.61% among 24,000;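 active = fluorescence ratio above 2.44, which is 1 plus 3 SD of all ratios; inconclusive = signal too bright to measure linearly, ratio around 10 or more; inactive = fluorescence ratio below 2.44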;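 note: green fluorescence of cells measured with 488 nm excitation and 530 nm emission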
# VLA-4 antagonist = inhibition of LDV-FITC ligand binding to human VLA-4 integrin. AID 529. P13612. inhibition, % at 10 µM (by protocol). Jurkat cells, LDV-FITC binding with Mn2+, flow cytometry; 100% = Mn2+-driven binding gain fully reversed. hit rate 0.2% among 24,000;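 active = inhibition above 50%; inconclusive = compound itself fluorescent, judged against control cell fluorescence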;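 note: 0% = Mn2+ stimulated cells lacking compound and 100% = ligand binding without Mn2+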
# * = called active by the depositor; ? = inconclusive. This is a subset. The share of hits here may be higher or lower than overall.
1: CC(=O)Nc1ccc(S(=O)(=O)N2CCSC2c2ccccc2)cc1 (configuration not stated)
2: CCOC(=O)c1ccc(Nc2cc(C)nc3nc(C)nn23)cc1
3: Cc1ccc(-n2ncc3c(=O)[nH]c(SCC(=O)N4CCN(c5ccccc5)CC4)nc32)cc1
4: Cc1ccc(NC(=O)Nc2ccc3c(c2)N(C)C(=O)CS3)nc1
5: CC1(C)Cc2c(c(-c3ccccc3)nc(N3CCCC3)c2C(N)=O)CO1
6: CC(C)c1ccc(-c2nc(N3CCCCC3)[nH]c(=O)c2C#N)cc1
7: Cc1cccc(C)c1OCC(=O)Nc1cccc(NC(=O)c2ccco2)c1
8: Cc1ccc(S(=O)(=O)Cn2nnnc2CN(Cc2ccco2)Cc2cccs2)cc1
assay / entry | 1 | 2 | 3 | 4 | 5 | 6 | 7 | 8
VLA-4 agonist | -4 | 5 | -3 | 5 | -2 | 12 | -11 | 2
Prostate diff | 15 | 9 | 11 | 4 | 2 | 7 | 15 | 4
Autofluor Jurkat | 0.95 | 1 | 1.1 | 1.3 | 0.93 | 1 | 1.1 | 1.1
VLA-4 antagonist | -8 | -4 | -6 | -23 | -22 | -29 | 8 | -18

# Shown with two lines to a compound: four of the compounds above.
# Each structure is followed by: VLA-4 agonist, Prostate diff, Autofluor Jurkat, VLA-4 antagonist
[2] CCOC(=O)c1ccc(Nc2cc(C)nc3nc(C)nn23)cc1
    5, 9, 1, -4
[3] Cc1ccc(-n2ncc3c(=O)[nH]c(SCC(=O)N4CCN(c5ccccc5)CC4)nc32)cc1
    -3, 11, 1.1, -6
[4] Cc1ccc(NC(=O)Nc2ccc3c(c2)N(C)C(=O)CS3)nc1
    5, 4, 1.3, -23
[5] CC1(C)Cc2c(c(-c3ccccc3)nc(N3CCCC3)c2C(N)=O)CO1
    -2, 2, 0.93, -22

# Following part
9: COc1ccc(NC(=O)CN2CCN(C3c4ccccc4-c4ccccc43)CC2)c(OC)c1
10: O=C(NCc1cccnc1)C1c2ccccc2C(=O)N1Cc1ccco1 (configuration not stated)
11: COc1ccc(C(=O)Nc2ccc(S(=O)(=O)Nc3nccnc3OC)cc2)cc1OC
12: Cc1c(C(=O)O)[nH]c2c1C(=O)CC(c1ccccc1)C2 (configuration not stated)
13: O=C(C1CCN(S(=O)(=O)c2cnc[nH]2)CC1)N1CCN(c2ncccn2)CC1
14: Cn1c(=O)oc2cc(S(=O)(=O)NCc3ccccn3)ccc21
15: O=C(NC1CCCCCC1)c1nnc(Cc2ccc(Cl)cc2)o1
16: Cc1ccc2oc(=O)c3cnn(CC(=O)NCCCOC(C)C)c3c2c1
assay / entry | 9 | 10 | 11 | 12 | 13 | 14 | 15 | 16
VLA-4 agonist | 9 | -7 | -2 | 6 | 1 | 2 | 6 | ?
Prostate diff | 13 | 9 | 8 | 6 | 6 | 13 | 5 | 7
Autofluor Jurkat | 0.98 | 1.1 | 0.96 | 1 | 1.1 | 0.99 | 0.79 | 0.9
VLA-4 antagonist | 2 | 15 | -2 | 5 | -4 | 2 | -9 | ?

# Full records, looked up by structure.
# O=C(NCc1cccnc1)C1c2ccccc2C(=O)N1Cc1ccco1 (configuration not stated) in the list: VLA-4 agonist: -7; Prostate diff: 9; Autofluor Jurkat: 1.1; VLA-4 antagonist: 15
# Cn1c(=O)oc2cc(S(=O)(=O)NCc3ccccn3)ccc21 in the list: VLA-4 agonist: 2; Prostate diff: 13; Autofluor Jurkat: 0.99; VLA-4 antagonist: 2

# New compounds follow.
17: COc1ccc(N2C(=O)CCC(C(=O)Nc3cccc(C)n3)C2c2ccc(OC)c(OC)c2)cc1 (configuration not stated)
18: CCOc1ccc(C(C)=O)cc1N1C(=O)C2C3C=CC(O3)C2C1=O (configuration not stated)
19: O=C(NS(=O)(=O)c1ccc(NC(=O)C2CCCO2)cc1)c1ccccc1 (configuration not stated)
20: CC(=O)Nc1cc(C(=O)N2CCCC2)ccc1S(=O)(=O)c1ccc(C)cc1
21: O=C(OCN1C(=O)c2ccccc2C1=O)c1ccc2c(=O)n3c(nc2c1)CCC3
22: CCc1nn(CC(=O)NCCCN2CCCC2=O)c(=O)c2cc3sccc3n12
23: Cc1cc2c(c(=O)o1)C(C13C=CC(CC1)C3)C(C#N)=C(N)O2 (configuration not stated)
24: CC(=O)N1CCc2cc(C(=O)CN3CCCCC3)ccc21
assay / entry | 17 | 18 | 19 | 20 | 21 | 22 | 23 | 24
VLA-4 agonist | 1 | 1 | 2 | 5 | 2 | -11 | 6 | 2
Prostate diff | 4 | 5 | 7 | 8 | 5 | 9 | 9 | 7
Autofluor Jurkat | 0.92 | 0.99 | 0.96 | 1 | 1.1 | 0.96 | 1.1 | 0.95
VLA-4 antagonist | 6 | 14 | -10 | -15 | -1 | ? | -14 | 1

25: O=C(Nn1cc(C(=O)N2CCN(c3ccccc3F)CC2)c2ccccc2c1=O)c1cnccn1
26: CNC(=O)C1CC(=O)N(c2ccc(F)c(Cl)c2)C1 (configuration not stated)
27: CCCN(c1ccc(C(C)C)cc1)S(=O)(=O)c1c(C)[nH]c(=O)[nH]c1=O
28: CC(NC(=O)Nc1ccccn1)N1C(=O)C2C3C=CC(C3)C2C1=O (configuration not stated)
29: CCCCCSc1nnc2c(n1)OC(C)N(C(C)=O)c1ccccc1-2 (configuration not stated)
30: O=C(COC(=O)C1(c2ccccc2F)CCCC1)NC1CCS(=O)(=O)C1 (configuration not stated)
31: CC(Oc1ccc(Cl)cc1Cl)C(=O)NCCCN1CCOCC1 (configuration not stated)
32: CCC(=O)N1CCc2cc(S(=O)(=O)N3CCN(C(=O)c4ccco4)CC3)ccc21
assay / entry | 25 | 26 | 27 | 28 | 29 | 30 | 31 | 32
VLA-4 agonist | -7 | -4 | 1 | 4 | 0 | 0 | -4 | 11
Prostate diff | 11 | 10 | 7 | 2 | 13 | 14 | 2 | 4
Autofluor Jurkat | 1 | 0.91 | 0.94 | 1 | 1.1 | 1.1 | 1.1 | 0.89
VLA-4 antagonist | -17 | -5 | -9 | -27 | -3 | -13 | -12 | -12

33: CCC(=O)N1CCc2cc(S(=O)(=O)NC(C(=O)N3CCc4ccccc4C3)C(C)C)ccc21 (configuration not stated)
34: COc1ccc(CCNC(=O)c2cc(-c3cccs3)on2)cc1OC
35: O=C(NCSc1ccncn1)c1ccccc1
36: Cc1cccc(NC(=O)NCCN2C(=O)C3C4C=CC(C4)C3C2=O)c1 (configuration not stated)
37: COCCCN1C(=O)C(O)=C(C(=O)c2ccco2)C1c1ccc(Br)cc1 (configuration not stated)
38: CN(C)S(=O)(=O)c1ccc(C(=O)NCc2cccs2)cc1
39: CCOC(=O)N1CCN(S(=O)(=O)c2ccc3c(c2)SC(C)C(=O)N3)CC1 (configuration not stated)
40: CN(C(=O)c1c(Cl)nc2sccn12)C1CCCCC1
assay / entry | 33 | 34 | 35 | 36 | 37 | 38 | 39 | 40
VLA-4 agonist | 0 | -1 | ? | 0 | 4 | -3 | 7 | -10
Prostate diff | 6 | 14 | 8 | 8 | 8 | 14 | 7 | 18
Autofluor Jurkat | 0.97 | 1.1 | 1 | 0.78 | 1 | 1.1 | 1 | 1.1
VLA-4 antagonist | 18 | 4 | ? | -22 | -10 | -8 | -18 | -28

41: CCCC1(C(=O)O)NC(c2ccc(OC)cc2O)C2C(=O)N(c3ccc(OC)cc3)C(=O)C21 (configuration not stated)
42: CC1(C)Cc2ccccc2C(=NCCCC(=O)O)N1
43: CC1CCN(c2c(NCc3ccc(C(=O)NCc4cccnc4)cc3)c(=O)c2=O)CC1
44: Cc1cc(NC(=O)c2cc(-c3cccs3)nc3ccccc23)no1
45: COc1cc(OC)c(NS(=O)(=O)c2coc(C(N)=O)c2)cc1Cl
46: CCN(C(=O)c1cn(C)c(=O)c2cc(OC)c(OC)cc12)c1ccccc1C
47: O=C(CCCCn1c(=O)[nH]c2ccsc2c1=O)NCC1CCCO1 (configuration not stated)
48: O=C(c1ccc(=O)[nH]c1)N(Cc1ccco1)C1(C(=O)NC2CCCC2)CCCCC1
assay / entry | 41 | 42 | 43 | 44 | 45 | 46 | 47 | 48
VLA-4 agonist | 3 | 5 | -1 | -4 | -4 | -1 | -3 | 1
Prostate diff | 11 | 2 | 3 | 13 | 2 | 12 | 6 | 5
Autofluor Jurkat | 1 | 0.98 | 1.1 | 1 | 0.98 | 1.1 | 1 | 1
VLA-4 antagonist | -17 | 0 | 11 | -12 | -14 | -3 | -10 | -10

49: COc1ccc(C2CC(c3ccco3)n3ncnc3N2)cc1 (configuration not stated)
50: CC1(C)CC(=O)c2c(noc2-c2ccccc2)C1
51: COc1ccc(C)cc1NC(=O)c1cc2c(C)nc3ccccc3c2o1
52: COCCCNC(=O)c1cc2c(s1)CS(=O)(=O)C2
53: COc1cccc(C2C(C(=O)c3cc4ccccc4o3)=C(O)C(=O)N2CCN(C)C)c1OC (configuration not stated)
54: O=C(CCNS(=O)(=O)c1ccc2c(c1)CCC(=O)N2)Nc1ccc2c(c1)OCCO2
55: COc1ccc(OC)c(C(=O)c2ccc(C(=O)O)cc2)c1
56: CCSc1nnc(NC(=O)CSc2nccn2-c2cccc(C)c2C)s1
assay / entry | 49 | 50 | 51 | 52 | 53 | 54 | 55 | 56
VLA-4 agonist | 1 | ? | 5 | 4 | 10 | -2 | 2 | -5
Prostate diff | 12 | 7 | 18 | 4 | 6 | 11 | 18 | 2
Autofluor Jurkat | 1 | 1.2 | 1 | 0.89 | 1.1 | 1.1 | 0.99 | 1.2
VLA-4 antagonist | -9 | ? | -9 | 4 | -20 | 15 | -8 | 6

57: CCn1c(SCC(=O)Nc2cccc(C)c2)nc2c(c1=O)SC(C)C2 (configuration not stated)
58: O=C(CCN1C(=O)C2C3C=CC(C3)C2C1=O)Nc1c(F)cc(F)cc1Br (configuration not stated)
59: COc1ccc(NC(=O)CN2C(=O)CC(C)(C)S(=O)(=O)c3ccccc32)cc1
60: CC(=O)C(Sc1ncnc2c1nnn2-c1ccc(F)cc1)C(=O)N(C)C (configuration not stated)
61: Cc1nc2ccc(S(=O)(=O)NCC(=O)NCCN3CCCCCC3)cc2s1
62: CC(=O)Nc1ccc(S(=O)(=O)CCC#N)cc1
63: Cc1ccc(Cn2ccc(NC(=O)c3cc(-c4ccco4)on3)n2)cc1
64: O=C(NCCCN1CCOCC1)c1cc(-c2cccs2)on1
assay / entry | 57 | 58 | 59 | 60 | 61 | 62 | 63 | 64
VLA-4 agonist | -5 | -2 | -5 | -1 | ? | -4 | -1 | -1
Prostate diff | 1 | 7 | 5 | 11 | 9 | 5 | 5 | 15
Autofluor Jurkat | 0.99 | 1.1 | 0.97 | 1.4 | 1.4 | 1 | 1.1 | 1.1
VLA-4 antagonist | 5 | -2 | 14 | 4 | ? | -15 | 3 | 2

65: Cc1cccc(N2CCN(S(=O)(=O)c3ccc4c(c3)c(=O)n(C)c(=O)n4C)CC2C)c1 (configuration not stated)
66: CCn1c(C)csc1=NC(=O)c1ccccc1O
67: Nc1nc(CSc2nc3ccccc3[nH]2)nc(N2CCOCC2)n1
68: CCCCOC(=O)Cn1c(=N)n(CCC)c2ccccc21
69: C#CC(C)(CC)NC(=O)c1cc(OC)c(OC)c(OC)c1 (configuration not stated)
70: CC(=O)C1=C(C)Nc2ncnn2C1c1ccccc1Cl (configuration not stated)
71: CC(=O)Nc1cccc(NC(=O)c2ccco2)c1
72: Cc1cc(OCC(=O)N(C)C)c2c(-c3ccccc3)cc(=O)oc2c1
assay / entry | 65 | 66 | 67 | 68 | 69 | 70 | 71 | 72
VLA-4 agonist | -3 | ? | 10 | -10 | 2 | -2 | 3 | 0
Prostate diff | 2 | 8 | 8 | 12 | 11 | 5 | 6 | 15
Autofluor Jurkat | 1.1 | 1.3 | 0.88 | 1.1 | 1.1 | 1 | 0.97 | 1.1
VLA-4 antagonist | -4 | ? | -24 | -10 | -11 | -6 | -24 | -17

73: COc1cc2c(C(=O)NCc3ccccn3)cn(CC(C)C)c(=O)c2cc1OC
74: CC(=O)Nc1cc(NC(C)=O)c2nc(N)sc2c1
75: O=C(NC1CC2CCC1C2)C1COc2ccccc2O1 (configuration not stated)
76: CCCn1c(SCC(=O)Nc2cc(C)on2)nc2c1c(=O)n(C)c(=O)n2C
77: COc1ccccc1-n1c(=S)sc2c(=O)n(Cc3ccco3)c(SC)nc21
78: O=C(Nc1cccc2nsnc12)c1ccc2c(c1)OCCO2
79: COc1cccc(Cn2c(Oc3ccccc3)nc3c2c(=O)n(C)c(=O)n3C)c1
80: Cn1c(SCc2nc3ccccc3c(=O)[nH]2)nnc1-c1ccco1
81: COc1cccc(-n2nnc3c(=O)n(Cc4ccc(F)cc4)cnc32)c1
82: CCC(C)(C)n1nnnc1C(c1ccc(OC)c(OC)c1)N1CCN(c2ccc(F)cc2)CC1 (configuration not stated)
assay / entry | 73 | 74 | 75 | 76 | 77 | 78 | 79 | 80 | 81 | 82
VLA-4 agonist | -5 | 10 | -2 | 4 | -3 | ? | -12 | 8 | 6 | -8
Prostate diff | 16 | 22 | 8 | 13 | 11 | 3 | 7 | 7 | 16 | 3
Autofluor Jurkat | 1.1 | 0.89 | 0.99 | 1.1 | 1 | 1.3 | 1.1 | 0.92 | 1.1 | 1.1
VLA-4 antagonist | 7 | -11 | -25 | -16 | -8 | ? | 0 | -14 | 11 | -2
